Yeast growth tox: Inhibitors of S. cerevisiae growth, toxicity; S. cerevisiae wild-type growth, A595 turbidity, 16 h; growth inhibition, % at 25 µM (by protocol); hit rate 0.3% among 30,000; AID 685;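 active means mutant and wild-type yeast strains alike exhibit over 30% growth inhibition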;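 further: 0% = untreated cell controls and 100% = YPD media blanks without cells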
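Incubation: 16 h growth with compound, 30 °C; Material: S. cerevisiae wild-type or eIF2Bepsilon-R284H mutant strain; Signal: turbidity measured as absorbance at 595 nm; Medium: YPD yeast growth medium; Measure: growth inhibition (%) versus cell controls and blanks; Doses: 25 µM single dose.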
eIF2B yeast act: modulators of yeast eIF2B activity. S. cerevisiae eIF2B-epsilon R284H, GCN4-lacZ luminescence. AID 688. inhibition, % at 25 µM (by protocol). hit rate 0.91% among 27,000;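 active means mutant luminescence inhibited past about 50% while wild type luminescence and mutant growth stay under set limits, limit read from the data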; further: some compounds called inactive have numbers as strong as hits
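System: Yeast eIF2B-epsilon R284H mutant carrying GCN4–beta-galactosidase fusion | Read-out basis: Percent inhibition, luminescence and growth | Compound: 25 µM single dose | Times: 16 h at 30 °C exposure | Measured by: Luminescence and A595 | Buffer or medium: YPD medium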
Yeast growth tox inhibition %: further read-out of Yeast growth tox, marked with its call; growth inhibition, %; S. cerevisiae eIF2Bepsilon-R284H mutant growth, A595 turbidity, 16 h;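 each compound tested once at 25 µM; 0% equals untreated cells and 100% equals cell-free medium blanks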
eIF2B yeast act mutant toxicity: further read-out of eIF2B yeast act, marked with its call; growth inhibition, %; measured here: mutant yeast growth, toxicity;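 each compound tested once at 25 µM; zero equals untreated control growth and 100 equals blank medium absorbance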
* = called active by the depositor; x = not tested or not shown. These rows are one share of the data; count on the stated rates, not on these rows.

SMILES	Yeast growth tox	Yeast growth tox inhibition %	eIF2B yeast act	eIF2B yeast act mutant toxicity
CCC(C)(C)NC(=O)C(c1ccccc1F)N(C(=O)c1ccn[nH]1)c1ccccc1 (stereo not drawn)	24	-3	20	-3
Cc1[nH]c2ccccc2c1C(=O)CN1CCSCC1	-5	-19	9	-19
COc1ccc(-c2cc3nc(C)cc(N)n3n2)cc1	-14	-18	82*	x
COc1ccccc1NC(=O)CCn1cccc1	-12	0	8	x
COCCNS(=O)(=O)c1cc(OC)c(Cl)cc1Cl	6	-4	5	-4
CCOC(=O)C1=C(C)NC(C)=C(C(=O)OCC)C1c1ccccn1	15	12	15	12
CCOC(=O)COn1c(=O)c(=O)n(O)c2ccccc21	20	-4	20	-4
COc1ccc(NC(=O)CC#N)cc1OC	-1	5	14	5
COc1ccc(F)cc1S(=O)(=O)N1CCCC(C)C1 (stereo not drawn)	3	3	x	x
Clc1cccc2sc(N3CCN(c4ccccc4)CC3)nc12	3	25	4	25
CCc1ccc(-c2csc3[n+]2CCN3C(C)=O)cc1	-12	-5	5	-5
c1ccc(CSc2nnnn2-c2ccccc2)cc1	13	15	x	x
Cc1ccc(CN(c2ccc(C(=O)N3CCc4ccccc4C3)cc2)S(C)(=O)=O)cc1	0	-3	15	-3
CCOC(=O)N1CCN(C(=O)c2ccc(C)c(S(=O)(=O)Nc3ccccc3)c2)CC1	-30	-9	-3	-9
CCCC(=O)N1CCN(c2nc(CC(C)C)c3c(c2C#N)CCC3)CC1	x	x	-22	x
O=C(CN1C(=O)c2ccccc2C1=O)NCc1ccncc1	0	-3	2	-3
Cc1n[nH]c(C)c1S(=O)(=O)N1CCCC(C(=O)N2CCc3ccccc32)C1 (stereo not drawn)	5	5	14	5
CCOn1c(SC(C)C)nc2ccccc2c1=O	-9	0	10	x
O=c1cc(-c2ccccc2)n(S(=O)(=O)c2ccc3ccccc3c2)o1	21	10	25	10
CC12C(=O)N(n3cnnc3)C(=O)C1C1C=CC2C1 (stereo not drawn)	17	-16	x	x
CCOC(=O)C1CCCN(C(=O)CCn2nc(-c3ccccc3)ccc2=O)C1 (stereo not drawn)	5	3	5	3
CCN(CC)c1nc2ccccc2[nH]1	20	5	22	5
Cn1c(=O)c2c(nc(SCC(=O)O)n2Cc2cc3c(cc2Cl)OCO3)n(C)c1=O	24	3	12	3
Cc1ccc(C(C)C)c(OCCNS(C)(=O)=O)c1	10	16	-29	16
COCCCNC(=O)C1CC(=O)OC1c1ccc(OC)c(OC)c1 (stereo not drawn)	-1	8	x	x
The list continues.
SMILES	Yeast growth tox	Yeast growth tox inhibition %	eIF2B yeast act	eIF2B yeast act mutant toxicity
CSc1nnc(-c2sc3cc(C(F)(F)F)cnc3c2-c2ccccn2)n1C	17	16	17	16
O=C(c1ccco1)n1nc(-c2ccccc2)nc1SCc1ccccc1	-5	22	18	22
C=CCc1c(C)nc(SCC(N)=O)[nH]c1=O	13	24	31	24
CN(C)/C=C1/C(=O)Nc2ccccc21	17	0	9	x
COc1ccc(C)cc1NC(=O)Nc1ccccc1	17	22	13	22
COc1ccc(-c2cc(C(F)(F)F)n3nc(C(=O)O)nc3n2)cc1	-5	-27	21	-27
CCOC(=O)C1CCN(C(=O)Cc2cccc3ccccc23)CC1	x	x	-15	x
CCOc1ccc2c(c1)C(c1ccccc1)=NNC(c1ccccc1)=N2	-39	-9	-8	-9
O=C(CN1/C(=C(/O)c2ccccc2)C(=O)c2ccccc2S1(=O)=O)c1ccccc1	9	9	-3	9
Cc1ccc2[nH]cc(CCNC(=O)c3cccnc3)c2c1	21	19	7	19
C=CCc1ccc(OCCOc2cccc(/C=N/n3cnnc3)c2)c(OC)c1	5	-41	-1	-41
C=CCNS(=O)(=O)c1ccc(OCC(=O)OCC)cc1	27	4	21	4
COc1ccc(C(=O)NCc2ccccc2OC)c(OC)c1	2	-11	11	-11
COc1ccccc1-n1cnnc1SCC(=O)c1cc(C)n(Cc2cccs2)c1C	-46	-21	43	-21
C/C(=N\OC(=O)c1ccc(Cl)c(Cl)c1)c1sc(C)nc1C	0	5	7	5
O=C(Nc1cccc(O)c1)c1cccc(S(=O)(=O)N2CCCC2)c1	17	24	28	24
COc1cccc(S(=O)(=O)NCc2ccc3c(c2)OCO3)c1	12	12	19	12
COc1ccccc1NC(=O)c1sc2nc(-c3ccco3)ccc2c1N	-20	-21	-8	-21
Nc1cc(=O)[nH]c(SCC(=O)Nc2cccc(Cl)c2)n1	14	20	x	x
CCOc1ccccc1-c1nc(-c2cccc(Br)c2)no1	30	6	x	x
CCCc1ccc(-c2ccc(C(=O)O)cc2)nc1	15	-5	44	-5
Cc1onc(-c2ccccc2)c1C(=O)Nc1nc2c(s1)CCCC2	-5	5	-16	5
O=C(OCCN=C1NS(=O)(=O)c2ccccc21)C1CC(=O)N(c2ccc3ccccc3c2)C1 (stereo not drawn)	16	26	32	26
O=C(c1cccc(C(=O)N2CCN(c3ccccc3F)CC2)n1)N1CCN(c2ccccc2F)CC1	-14	-4	14	-4
O=C1CCC(C(=O)Nc2ccccc2)N1 (stereo not drawn)	x	x	7	x
Next structures
SMILES	Yeast growth tox	Yeast growth tox inhibition %	eIF2B yeast act	eIF2B yeast act mutant toxicity
COc1ccc(-c2nnc(SC(C)C(=O)Nc3c(C)n(C)n(-c4ccccc4)c3=O)o2)cc1 (stereo not drawn)	-8	2	1	2
CC(NC(=O)CC12CC3CC(CC(C3)C1)C2)C(=O)O (stereo not drawn)	x	x	24	x
CCOc1cccc(C(=O)Nc2ccccc2OC(F)F)c1	10	-3	16	-3
CC(C)(C)NC(=O)COc1ccc(CNn2nnnc2N)cc1	5	24	-33	24
c1ccc(-c2csc3ncnc(NCCN4CCOCC4)c23)cc1	23	9	14	9
Cc1cc(C)n(-c2nc3ccccc3c(=O)n2OCC(=O)OCc2ccccc2)n1	20	13	25	13
Cc1nn(C)cc1C(N)=O	21	10	22	10
O=C(NCCC1=CCCCC1)C1COc2ccccc2O1 (stereo not drawn)	0	0	8	x
O=C(Nc1ccc2c(c1)OCO2)c1cccc2c1C(=O)N(C1CCCCC1)C2	13	-28	20	-28
CCOC(=O)CNC(=O)CSc1nc2cccnc2n1C1CCCCC1	11	-10	20	-10
NC(=O)Cn1cnc(-c2ccccc2)c1	-1	-3	14	-3
COc1cc(C(=O)N2CCC(NC(=O)C(Cc3ccccc3C)NC(C)=O)CC2)cc(OC)c1OC (stereo not drawn)	-3	-9	19	-9
CCOc1ccccc1-n1nnnc1SCC(=O)NC(=O)Nc1ccc2c(c1)OCCO2	6	11	x	x
COc1ccc(/C=C/c2nc3sc4c(c3c(=O)o2)CCC4)cc1	8	-21	-4	-21
CCOC(=O)c1cc2occc2n1CC(=O)NCCOC	-1	-5	-17	-5
C=CCn1c(Cc2c(C)[nH]c3ccccc23)nnc1SCC(=O)NCc1ccc(F)cc1	-8	-34	-4	-34
O=C1CC(c2ccccc2)=Nc2ccccc2N1	13	21	20	21
C/C(=C\C(=O)Nc1cc(C)on1)c1ccccc1	-5	17	6	17
CN(c1ccc(C(=O)O)cc1)S(=O)(=O)c1ccccc1	4	12	-40	12
CC(=O)Oc1ccc2c(C)c(CC(C)O)c(=O)oc2c1 (stereo not drawn)	23	7	17	7
CC(NC(=O)Cn1c(NCCO)nc2ccccc21)c1ccccc1 (stereo not drawn)	16	6	x	x
O=C(Nc1ccc(S(=O)(=O)N2CCCC2)cc1Cl)C1=COCCO1	4	-14	17	-14
O=C(NCc1ccco1)C1CCN(C(=O)c2cc3sccc3n2Cc2ccc(Cl)cc2)CC1	22	-7	17	-7
O=C(NC1(C(F)(F)F)NC(=O)N(Cc2cccnc2)C1=O)c1ccc(F)cc1 (stereo not drawn)	-20	-10	18	-10
COc1ccc(CC(=O)Nc2c3c(nn2-c2ccccc2C)CS(=O)C3)cc1 (stereo not drawn)	8	-12	19	-12

Some of these compounds in order of number of heavy atoms, descending:
SMILES	Yeast growth tox	Yeast growth tox inhibition %	eIF2B yeast act	eIF2B yeast act mutant toxicity
COc1ccc(-c2nnc(SC(C)C(=O)Nc3c(C)n(C)n(-c4ccccc4)c3=O)o2)cc1 (stereo not drawn)	-8	2	1	2
CCOc1ccccc1-n1nnnc1SCC(=O)NC(=O)Nc1ccc2c(c1)OCCO2	6	11	x	x
CCOC(=O)CNC(=O)CSc1nc2cccnc2n1C1CCCCC1	11	-10	20	-10
O=C1CC(c2ccccc2)=Nc2ccccc2N1	13	21	20	21

At a glance, some entries already given:
SMILES	Yeast growth tox	Yeast growth tox inhibition %	eIF2B yeast act	eIF2B yeast act mutant toxicity
CCC(C)(C)NC(=O)C(c1ccccc1F)N(C(=O)c1ccn[nH]1)c1ccccc1 (stereo not drawn)	24	-3	20	-3
Cc1[nH]c2ccccc2c1C(=O)CN1CCSCC1	-5	-19	9	-19
COc1ccc(-c2cc3nc(C)cc(N)n3n2)cc1	-14	-18	82*	x
COc1ccccc1NC(=O)CCn1cccc1	-12	0	8	x
COCCNS(=O)(=O)c1cc(OC)c(Cl)cc1Cl	6	-4	5	-4

(more compounds)
SMILES	Yeast growth tox	Yeast growth tox inhibition %	eIF2B yeast act	eIF2B yeast act mutant toxicity
CCCSc1nc(SCC(=O)NCc2ccccc2)c2c3c(sc2n1)COC(C)(CC)C3 (stereo not drawn)	5	-14	22	-14
O=C(CSc1nnnn1C1CCCC1)Nc1ccc2c(c1)OCO2	16	15	21	15
CN(CC(=O)NCCN1CCCCCC1)S(=O)(=O)c1cccc2nsnc12	20	19	12	19
COCCOC(=O)C1=C(N)Oc2c(oc(CO)cc2=O)C1c1ccccc1F (stereo not drawn)	12	14	-5	14
O=C(C1=C(O)C(=O)N(CCN2CCOCC2)C1c1cccnc1)c1cc2ccccc2o1 (stereo not drawn)	x	x	-3	x
Nn1c(CSc2nc3ccccc3o2)nnc1CSc1nc2ccccc2o1	-20	17	61*	x
O=C(Cc1cccs1)Nc1nnc(Cc2ccccc2)s1	3	-10	x	x
CCS(=O)(=O)N1CCC(NC(=O)C2CCCCC2)CC1	1	12	33	12
CCC(CC)c1nnc(NC(=O)C2COc3ccccc3O2)s1 (stereo not drawn)	10	7	x	x
CCS(=O)(=O)NCc1ccc2[nH]c3c(c2c1)CCCC3	25	14	4	14
O=C(CCCNS(=O)(=O)c1cccc2nsnc12)N1CCCCC1	8	3	-5	3
COc1ccc(-c2nc(C#N)c(N3CCC(C(N)=O)CC3)o2)cc1	4	9	x	x
CCOC(=O)C1CCN(C(=O)/C=C/c2ccccc2OC)CC1	4	8	16	8
C=CCSc1nc(N)c(C#N)c(-c2ccccc2)c1C#N	6	0	2	x
CCOC(=O)CNC(=O)CSc1nnc(-c2ccco2)n1Cc1ccco1	2	26	-2	26
O=C(O)C1CSC(CCc2ccccc2)N1 (stereo not drawn)	-2	7	x	x
CC(=O)c1sc(NC(=O)c2ccc(C)cc2)nc1C	-9	-9	-14	-9
CCc1nc(-c2ccccc2)cc(=O)[nH]1	9	9	x	x
O=C(NC12CC3CC(CC(C3)C1)C2)N1CCC(n2nnc3ccccc32)CC1	14	-21	26	-21
Cc1ccc(-n2nc3c(c2NC(=O)c2ccc4c(c2)OCO4)CSC3)cc1	-33	-15	4	-15
COc1cc(OC)nc(NC(=O)CCl)n1	1	-17	4	-17
Cc1cc(C(=O)CSc2nnc(-c3ccco3)o2)c(C)n1Cc1ccco1	-24	-4	2	-4
Cc1cnn(C(=S)NCc2ccco2)c1	8	-4	-10	-4
O=C(Nc1ccc2snnc2c1)N1CCOCC1	25	8	15	8
CS(=O)(=O)NCc1csc(-c2ccccc2)n1	4	-12	30	-12
Going on with the list.
SMILES	Yeast growth tox	Yeast growth tox inhibition %	eIF2B yeast act	eIF2B yeast act mutant toxicity
CN(C)C(CNC(=O)CCCc1c[nH]c2ccccc12)c1ccco1 (stereo not drawn)	-13	-10	34	-10
CCOP(C)(=O)C1(C(=O)OCc2ccccc2)CC1 (stereo not drawn)	27	-23	18	-23
CC(C1CC1)N(C(=O)c1ccccc1O)c1ccccc1 (stereo not drawn)	-9	-17	22	-17
O=C(c1ccco1)N1CCN(C(c2ccc(Cl)cc2)c2nnnn2CC2CCCO2)CC1 (stereo not drawn)	8	15	15	15
Cc1c(NC(=O)C(C)N2CC(C)OC(C)C2)c(=O)n(-c2ccccc2)n1C (stereo not drawn)	8	0	25	x
CC(C)Cn1c(CN2C(=O)c3ccccc3C2=O)nc2ccccc2c1=O	-34	-20	-8	-20
NC(=O)SCC(=O)Nc1ccc(Cl)c(Cl)c1	8	5	-203	5
Cn1ccnc1C(O)c1ccc(OCc2ccccc2)cc1 (stereo not drawn)	12	20	12	20
C/C(=N\NC(=O)CC1N=C(Cc2ccccc2)NNC1=O)c1ccccc1 (stereo not drawn)	0	5	-12	5

Three entries from above in another layout:
mol | Yeast growth tox | Yeast growth tox inhibition % | eIF2B yeast act | eIF2B yeast act mutant toxicity
Cc1c(NC(=O)C(C)N2CC(C)OC(C)C2)c(=O)n(-c2ccccc2)n1C (stereo not drawn) | 8 | 0 | 25 | x
CC(C)Cn1c(CN2C(=O)c3ccccc3C2=O)nc2ccccc2c1=O | -34 | -20 | -8 | -20
NC(=O)SCC(=O)Nc1ccc(Cl)c(Cl)c1 | 8 | 5 | -203 | 5

Assay outcomes (PubChem)
